Screening data: PubChem BioAssay, National Center for Advancing Translational Sciences (NCATS)
BRCA1 expr up – increases BRCA1 expression; MCF7-BRCA1-FFLuc reporter, luminescence, 48 h; response scale: scaled: vehicle 0%, 10 µM genistein 100%; Potency, µM (doses to about 46.1 µM), for the others: at the top dose activation, actives largely listed as activators; 380,000 tested, 1.1% active; AID 624202; further: potency means the concentration at half of the fitted maximal effect; nearly all actives have a fitted effect of over 80% in size; some results filed as inactive show a strong effect at the top dose
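Luminescence from a BRCA1-driven firefly luciferase in MCF7 cells was read after 48 h compound exposure at 37 C. Data normalized against DMSO and a 10microM genistein activation control, then curve-fitted across the titration.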
TRPV1 agonist – activates the human vanilloid receptor TRPV1; 320,000 tested, 0.19% active; TRPV1-expressing cells, Fluo-8 calcium influx, agonist mode; activation, % at 8.33 µM; in the data active means activation above about 80%; inconclusive means between about 30% and that limit; further: 0% is about no effect
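Fluo-8 calcium influx in TRPV1-expressing cells, kinetic read (ex 480/em 520 nm). Compound added and read 3 min for agonist activity, followed by capsaicin at EC20 final and 2 min further read for enhancement.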
Integrin act MD – activates integrin-mediated alleviation for muscular dystrophy | 350,000 tested, 0.064% active | alpha7betagal myoblasts, beta-gal FDG fluorescence, 48 h | Potency, µM (top dose mostly 38.3 µM), for the others: at the top dose activation, usual class: activators;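 further: potency means the concentration at half of the fitted maximal effect; 100% = response of the positive control SU9516; nearly all actives have a fitted effect of over 60% in size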
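alpha7betagal+/- myoblasts (passage 13, 250/well) treated 48 h at 37C with compounds at 1:260 dilution of DMSO stock. Lysed, then beta-galactosidase activity read as FDG fluorescence (ex 480/em 540) after 30 min, with pre-read for autofluorescence.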
TCR act – T cell receptor activation | AID 504894 | 330,000 tested, under 10 active | primary human leukocytes, anti-CD3, IL-2 HTRF, 48 h | Potency, µM (doses to about 9.22 µM), for the others: at the highest dose activation of IL-2 secretion, usual class: activators; further: % of control where 0% means no effect
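48 hr co-incubation of compounds, a-CD3 beads and primary human leukocytes; IL-2 quantified homogeneously by HTRF with anti-IL-2 K and d2 conjugates.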
p53 reactivation – re-activators of mutant p53; H1299 p53-A138V BP100-luciferase reporter, luminescence, 24 h; Potency, µM (highest dose often 92.2 µM), without a hit: top-dose activity change, positive = activation, usual class: activators; 320,000 tested, 0.063% active; further: potency means the concentration at half of the fitted maximal effect; % of control where 0% means no effect; nearly all actives have a fitted effect of over 45% in size
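p53-null H1299 cells stably carrying temperature-sensitive p53-A138V and a BP100-luciferase reporter were pinned with compounds (4-point, 1:5 series) and held 24 hrs at 37 deg C. Luminescence was read 10 min after detection reagent.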
AT treatment – potential ataxia-telangiectasia treatment. Potency, µM (top dose mostly 57.5 µM), for the others: top-dose activation, most hits filed as activators. 320,000 tested, 0.19% active. […] A-T fibroblasts, KAP-1 phosphorylation AlphaLISA; neocarzinostatin DNA damage 30 min before lysis; further: potency means the concentration at half of the fitted maximal effect; % of control where 0% means no effect; nearly all actives have a fitted effect of over 45% in size
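hTERT-immortalized A-T patient fibroblasts ([…]), 500 cells/well in OPTI-MEM, 1% FBS, got compounds for 60 min, then NCS for 30 min at 37C. Lysates were then assayed for phospho-KAP-1 by AlphaLISA (anti-pKAP1 donor, anti-KAP1 acceptor beads), 6 hr at 25C.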
B2AR arrestin – recruits beta-arrestin to the human beta2-adrenergic receptor | P07550 | beta-arrestin recruitment to beta2AR, cell-based reporter | Potency, µM (titrated, usually from 46.1 µM), inactives show top-dose activation, actives largely listed as activators | 330,000 tested, 0.02% active | AID 492947;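 further: potency means the concentration at half of the fitted maximal effect; 0% = DMSO controls and full agonism = EC100 isoproterenol or metaproterenol; nearly all actives have a fitted effect of over 65% in size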
ELG1 repair inh – inhibitors of ELG1-dependent DNA repair in HEK293T cells. 330,000 tested, 2.3% active. HEK293T ELG1-luciferase reporter, luminescence, 16 h; DNA damage induced by 5-fluorouridine. Potency, µM (highest dose often 46.1 µM), for inactives: at the highest dose activity change, negative = inhibition, most hits filed as inhibitors. AID 504467; further: potency means the concentration at half of the fitted maximal effect; on the % scale 0 is the no-effect control and ±100 the full control effect; nearly all actives have a fitted effect of over 55% in size
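Luminescence from the luciferase reporter, measured 30 min after ONE-Glo reagent at room temperature, was the read-out. Beforehand, 2,000 cells per well were exposed for 16 hr at 37 °C to 5-fluorouridine together with compound or vehicle.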
PTAP TSG101 blk – blocks PTAP/TSG101 interaction to inhibit HIV-1 budding; 340,000 tested, under 10 active; Fluorescence polarization, FITC-PTAP peptide / Tsg101 binding; Potency, µM (top dose mostly 115 µM), for the others: top-dose activity change, negative = inhibition, usual class: inhibitors; active means well fitted inhibition curve with a large enough effect in the main read-out, with a control signal flat, not every such curve was filed as active; inconclusive means small, poorly fitted or top-dose-only effect, or effect the other way, or a change in a side signal; inactive means no such curve, though single readings can be large or run the other way; further: potency means the concentration at half of the fitted maximal effect; % of control where 0% means no effect
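Fluorescence polarization binding of Tsg101 binding domain (10 uM final) to FITC-labeled PTAP peptide (50 nM final) in HEPES pH 7.5 buffer with NaCl, Tween 20, EDTA, TCEP. Compounds added before peptide; binding 20 min at RT.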
MLL CXXC-DNA inh – inhibitors of human MLL CXXC domain-DNA interaction | Q03164 | MLL-CXXC / FITC-HOXA9 DNA fluorescence polarization | Potency, µM (highest dose often 115 µM), for inactives: top-dose activity change, negative = inhibition, hits mostly inhibitors | 290,000 tested, 0.037% active; active means well fitted inhibition curve with a large enough effect in the polarisation, with a control signal flat, not every such curve was filed as active; inconclusive means small, poorly fitted or top-dose-only effect, or effect the other way, or a change in a side signal; inactive means no such curve, though single readings can be large or run the other way; the % refers to the polarisation; further: potency means the concentration at half of the fitted maximal effect
Target sequence (Q03164 whole entry, looked up, the tested form may be a part): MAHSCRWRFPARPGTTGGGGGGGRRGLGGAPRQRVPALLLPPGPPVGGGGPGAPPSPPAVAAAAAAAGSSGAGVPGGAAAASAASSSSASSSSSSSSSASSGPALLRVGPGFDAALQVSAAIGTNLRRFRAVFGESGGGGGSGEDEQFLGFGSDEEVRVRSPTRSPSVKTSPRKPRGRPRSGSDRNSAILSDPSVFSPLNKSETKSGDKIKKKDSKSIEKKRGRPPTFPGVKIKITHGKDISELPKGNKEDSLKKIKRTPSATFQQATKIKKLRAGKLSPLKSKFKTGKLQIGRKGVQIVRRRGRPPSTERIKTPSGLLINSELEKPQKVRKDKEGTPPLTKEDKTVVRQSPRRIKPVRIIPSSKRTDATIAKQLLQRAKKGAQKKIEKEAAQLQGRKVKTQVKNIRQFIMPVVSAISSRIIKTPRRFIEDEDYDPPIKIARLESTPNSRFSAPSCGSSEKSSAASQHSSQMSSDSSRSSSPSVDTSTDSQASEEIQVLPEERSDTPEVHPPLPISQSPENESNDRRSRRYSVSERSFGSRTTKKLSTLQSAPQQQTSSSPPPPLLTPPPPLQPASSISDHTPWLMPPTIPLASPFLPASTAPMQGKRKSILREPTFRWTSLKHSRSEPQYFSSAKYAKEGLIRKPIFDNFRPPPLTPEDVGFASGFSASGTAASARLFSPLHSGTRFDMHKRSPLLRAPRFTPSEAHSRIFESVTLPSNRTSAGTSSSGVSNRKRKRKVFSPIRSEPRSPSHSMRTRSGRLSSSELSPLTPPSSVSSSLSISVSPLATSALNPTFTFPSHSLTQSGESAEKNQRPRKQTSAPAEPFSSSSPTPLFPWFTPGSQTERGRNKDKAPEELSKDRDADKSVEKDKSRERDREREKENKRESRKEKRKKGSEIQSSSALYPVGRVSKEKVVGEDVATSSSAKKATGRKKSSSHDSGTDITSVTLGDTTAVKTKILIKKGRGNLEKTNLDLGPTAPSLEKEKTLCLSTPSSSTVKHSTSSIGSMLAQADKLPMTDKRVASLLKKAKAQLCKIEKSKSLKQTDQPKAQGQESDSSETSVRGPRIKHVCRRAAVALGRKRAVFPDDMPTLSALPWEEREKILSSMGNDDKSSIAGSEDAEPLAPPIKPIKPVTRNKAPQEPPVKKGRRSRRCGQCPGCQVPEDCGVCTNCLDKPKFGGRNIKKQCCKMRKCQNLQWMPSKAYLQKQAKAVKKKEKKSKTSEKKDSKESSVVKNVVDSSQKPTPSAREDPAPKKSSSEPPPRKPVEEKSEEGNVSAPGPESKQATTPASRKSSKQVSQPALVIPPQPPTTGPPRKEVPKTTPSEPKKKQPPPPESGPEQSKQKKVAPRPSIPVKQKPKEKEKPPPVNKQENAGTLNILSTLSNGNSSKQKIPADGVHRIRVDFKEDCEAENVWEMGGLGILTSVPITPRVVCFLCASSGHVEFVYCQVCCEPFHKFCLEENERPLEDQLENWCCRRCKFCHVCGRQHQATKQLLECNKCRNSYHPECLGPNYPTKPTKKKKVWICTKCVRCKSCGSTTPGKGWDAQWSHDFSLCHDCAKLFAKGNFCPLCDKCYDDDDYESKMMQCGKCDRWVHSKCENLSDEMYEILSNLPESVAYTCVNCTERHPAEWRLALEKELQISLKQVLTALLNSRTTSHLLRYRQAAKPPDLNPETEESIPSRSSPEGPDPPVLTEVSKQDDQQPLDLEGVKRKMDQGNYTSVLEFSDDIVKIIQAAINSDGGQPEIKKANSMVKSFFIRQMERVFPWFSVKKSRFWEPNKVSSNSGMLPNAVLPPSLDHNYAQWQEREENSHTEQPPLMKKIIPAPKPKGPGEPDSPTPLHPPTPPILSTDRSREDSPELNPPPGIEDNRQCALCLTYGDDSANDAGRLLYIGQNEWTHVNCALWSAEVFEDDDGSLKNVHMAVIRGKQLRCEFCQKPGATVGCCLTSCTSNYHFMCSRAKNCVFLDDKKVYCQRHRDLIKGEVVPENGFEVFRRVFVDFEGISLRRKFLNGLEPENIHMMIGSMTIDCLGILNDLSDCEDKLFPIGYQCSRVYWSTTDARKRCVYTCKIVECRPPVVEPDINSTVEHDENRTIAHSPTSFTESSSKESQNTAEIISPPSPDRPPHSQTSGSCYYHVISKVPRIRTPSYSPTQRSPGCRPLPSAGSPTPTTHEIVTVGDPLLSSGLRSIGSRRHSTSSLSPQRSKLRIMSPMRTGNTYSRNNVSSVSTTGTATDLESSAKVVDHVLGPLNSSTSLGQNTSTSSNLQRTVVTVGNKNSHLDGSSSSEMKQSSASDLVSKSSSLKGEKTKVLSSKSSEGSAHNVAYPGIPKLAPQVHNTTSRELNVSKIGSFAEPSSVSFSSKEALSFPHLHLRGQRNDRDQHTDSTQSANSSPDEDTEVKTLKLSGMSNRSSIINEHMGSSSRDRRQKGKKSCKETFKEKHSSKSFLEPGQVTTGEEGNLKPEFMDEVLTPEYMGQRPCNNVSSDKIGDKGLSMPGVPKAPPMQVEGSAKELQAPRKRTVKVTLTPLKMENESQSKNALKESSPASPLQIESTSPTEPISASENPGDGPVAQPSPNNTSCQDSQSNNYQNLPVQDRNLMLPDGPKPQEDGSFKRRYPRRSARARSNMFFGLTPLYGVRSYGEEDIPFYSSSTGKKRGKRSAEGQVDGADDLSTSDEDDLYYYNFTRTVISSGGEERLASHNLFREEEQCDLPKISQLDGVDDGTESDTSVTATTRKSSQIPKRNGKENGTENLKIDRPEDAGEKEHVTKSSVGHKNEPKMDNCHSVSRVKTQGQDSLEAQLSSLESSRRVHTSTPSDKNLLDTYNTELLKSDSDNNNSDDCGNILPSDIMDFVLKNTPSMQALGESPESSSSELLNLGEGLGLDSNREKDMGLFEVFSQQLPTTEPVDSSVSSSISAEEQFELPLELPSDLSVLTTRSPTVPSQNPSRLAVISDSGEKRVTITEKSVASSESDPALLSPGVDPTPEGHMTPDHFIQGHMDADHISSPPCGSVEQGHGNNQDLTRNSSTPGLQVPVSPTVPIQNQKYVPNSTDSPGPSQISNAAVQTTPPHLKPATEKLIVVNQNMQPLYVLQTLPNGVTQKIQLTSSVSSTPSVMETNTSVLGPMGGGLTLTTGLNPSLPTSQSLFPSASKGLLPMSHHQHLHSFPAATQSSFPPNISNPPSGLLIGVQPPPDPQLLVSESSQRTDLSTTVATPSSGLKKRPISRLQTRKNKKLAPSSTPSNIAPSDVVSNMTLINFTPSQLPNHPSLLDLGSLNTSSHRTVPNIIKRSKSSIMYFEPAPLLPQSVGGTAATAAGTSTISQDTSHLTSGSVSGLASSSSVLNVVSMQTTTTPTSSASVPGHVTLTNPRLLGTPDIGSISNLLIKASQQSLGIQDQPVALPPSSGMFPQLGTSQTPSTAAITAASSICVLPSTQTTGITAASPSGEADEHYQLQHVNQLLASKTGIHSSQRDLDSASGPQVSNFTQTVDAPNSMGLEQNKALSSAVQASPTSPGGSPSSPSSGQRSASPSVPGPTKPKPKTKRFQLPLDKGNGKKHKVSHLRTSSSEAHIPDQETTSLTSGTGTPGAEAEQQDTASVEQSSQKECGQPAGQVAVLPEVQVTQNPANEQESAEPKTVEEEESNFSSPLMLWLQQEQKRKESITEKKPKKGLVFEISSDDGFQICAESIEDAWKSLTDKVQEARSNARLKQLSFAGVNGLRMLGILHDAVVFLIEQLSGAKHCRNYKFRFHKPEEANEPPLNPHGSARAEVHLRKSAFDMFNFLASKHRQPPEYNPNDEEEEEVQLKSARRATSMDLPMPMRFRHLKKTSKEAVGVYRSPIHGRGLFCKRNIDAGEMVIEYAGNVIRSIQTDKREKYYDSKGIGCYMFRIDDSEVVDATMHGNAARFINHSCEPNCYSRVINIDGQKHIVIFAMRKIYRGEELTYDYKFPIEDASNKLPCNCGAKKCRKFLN
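Steps: dispense CXXC domain solution (7 uM) → pin compounds or unlabeled HOX-A9 DNA control → 5 min ambient → add FLSN-HOX-A9 solution (50 nM) → spin → 30 min ambient → fluorescence polarization. Tris pH 7.5/NaCl/DTT/BSA buffer.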
Active calls of the source: *; u = inconclusive; x = no result given; & = joins results of further samples; [ ] = another dose, or the depositor's remark. Unless noted, the call rests on the fitted dose curve; in most records, active means well fitted curve in the direction sought with a large enough effect; inconclusive means small, poorly fitted or top-dose-only effect, or another doubt; inactive means no such curve, though single readings can be large; an effect the other way counts as inactive or inconclusive.

SMILES	BRCA1 expr up	TRPV1 agonist	Integrin act MD	TCR act	p53 reactivation	AT treatment	B2AR arrestin	ELG1 repair inh	PTAP TSG101 blk	MLL CXXC-DNA inh
CCOc1cc(N2CCOCC2)c(OCC)cc1NC(=O)CSc1nccc(C)n1	-20%	-4	-19%	-1%	1%	3%	0.2%	u	1%	10%
CCOC(=O)N1CCC(NC(=O)c2cnn3cccnc23)CC1	-7%	-4	-5%	0%	-2%	9%	-0.9%	13%	-1%	1%
COc1ccccc1OCC(O)CNCc1ccc2c(c1)OCO2 (centres undefined)	-9%	1	-13%	0%	-3%	1%	0.5%	-1%	-1%	2%
CN(Cc1ccccc1)C(=O)c1[nH]cnc1C(=O)Nc1ccc(Cl)cc1	47%	4	-16%	7%	24%	14%	-2.0%	-8%	2%	x
CCOc1cc2c3c(c1)C1(C(=O)N3C(C)(C)CC2C)C(C#N)=C(N)N2C(=C1C#N)Nc1ccccc12 (centres undefined)	-38%	u	20%	2%[46.1 µM]	-3%	6%	-0.4%	-17%	1%	-3%
COC(=O)C1=C(C)N(c2ccc(OC)cc2)C(=O)/C1=C\c1cccs1	-14%	-2	-15%	-11%[46.1 µM]	-9%	-6%	-1.0%	-6%	-4%	-4%
Cc1cccc(NC(=O)COC(=O)CCc2c[nH]c3ccccc23)c1C	1%	30	u	-2%	3%	-3%	-0.5%	5%	-6%	x
CC(=O)OC1CCC2(C)C(CCC3C2CC(=O)C2(C)C3CC(C3CCCC3=O)C2C(C)=O)C1 (centres undefined)	8%	x	-15%	1%	x	x	x	x	1%	x
O=S(=O)(Nc1cccc(CCc2ccccn2)c1)c1cc(Cl)ccc1Cl	-20%	2	-22%	0%	-5%	-4%	0.1%	-5%	-3%	33%
CC1(C)c2ccccc2-c2nc3ccccc3cc2C1O (centres undefined)	35%	-7	-16%	1%	7%	8%	0.5%	u	-4%	u
O=C(/C=C/c1ccccc1Cl)N(Cc1ccccc1)C1CCS(=O)(=O)C1 (centres undefined)	-24%	4	-8%	-1%[46.1 µM]	-9%	4%	1.0%	-15%	-5%	5%
O=C(NCCc1ccc(Cl)cc1)c1ccc2nccnc2c1	u	-1	40%	3%	-3%	7%	-0.7%	u	-7%	6%
Cc1ccc(NC(=O)c2nc3nccc(C)n3n2)cc1S(=O)(=O)N1CCCCC1	58%	x	4%	x	26%	-1%	0.2%	0%	-12%	x
COc1ccc(OC)c(C(C)NC(=O)Nc2cccc(C(C)=O)c2)c1 (centres undefined)	-10%	u	-18%	-2%	-4%	-2%	-0.8%	-10%	-9%	-16%
Cc1cccc(NC(=O)CCNS(=O)(=O)c2cccc3nonc23)c1	-2%&-6%	5	u	6%	2%	6%	-0.7%	9%	-5%	2%
Cc1cc(NC(=O)c2cc(C(C)(C)C)oc2C)no1	1%	u	-36%	0%	3%	1%	0.2%	-1%	-2%	-8%
COc1ccc(CCN2CC(C(=O)NCc3ccc(F)cc3)CC2=O)cc1OC (centres undefined)	2%	1	-18%	3%	-1%	7%	0.4%	2%	0%	7%
Cn1cc(SCC(=O)NCCc2ccccc2)c2ccccc21	-2%	1	-5%	1%	-2%	3%	-0.3%	10%	-5%	0%
COc1ccccc1C1CC(=O)Oc2cc(O)ccc21 (centres undefined)	-5%	x	6%	-4%[46.1 µM]	-7%	10%	4.8%	4%	0%	x
COC(=O)CCC(C)C1CCC2C3CCC4CC(O)CCC4(C)C3CC(O)C12C (centres undefined)	-15%	x	-26%	-7%	x	x	x	x	-10%	x
CCCc1nc(N)sc1C(=O)OCC	-1%	-2	-11%	-3%	-3%	-3%	0.5%	-6%	-2%	7%
COc1cc(OC)nc(/N=C/NO)n1	2%	2	26%	6%	5%	3%	-1.0%	-2%	-1%	1%
Cc1cccc2c1-c1sc(C(=O)Nc3cccnc3)cc1CO2	5%	u	-5%	3%	14%	14%	0.4%	-13%	0%	-4%
Cc1cccc(NC(=O)Cc2ccc(NC3=NC4CS(=O)(=O)CC4S3)cc2)c1 (centres undefined)	-2%	-3	-13%	4%	x	-4%	5.9%	2%	-2%	x
Cc1cc(C)n(-c2ccc(C(=O)OCC(=O)N(CC(C)C)C3CCS(=O)(=O)C3)cc2)n1 (centres undefined)	0%	1	4%	x	7%	12%	-0.6%	u	-5%	5%
The results go on:
SMILES	BRCA1 expr up	TRPV1 agonist	Integrin act MD	TCR act	p53 reactivation	AT treatment	B2AR arrestin	ELG1 repair inh	PTAP TSG101 blk	MLL CXXC-DNA inh
Cc1ccc(/C=N/NC(=O)C2=NNC(c3ccccc3)(c3ccccc3)C2)c(O)c1	-92%	-1	4%	5%[46.1 µM]	14%	0%	-0.4%	u	0%	63%[activator]
O=C(NCc1ccc2c(c1)OCO2)Nc1ccc2nsnc2c1	u	8	-9%	1%	2%	5%	-0.9%	-2%	2%	9%
O=C(CNS(=O)(=O)c1ccc(Br)s1)NCC1COc2ccccc2O1 (centres undefined)	-6%	4	4%	x	-3%	2%	3.2%	-22%	x	-5%
COc1cccc(/C=N/n2c(N)nc3ccccc32)c1OC	10µM*	u	-2%	10%	17%	1%	2.6%	u	-19%	0%
CCOC(=O)c1ccccc1NC1c2ccccc2C(=O)N1c1ccc(C)cn1 (centres undefined)	u	13	-1%	-7%[46.1 µM]	u	4%	-0.6%	u	0%	9%
N#Cc1ccccc1NC(=O)c1ccc2c(c1)OCO2	3.2µM*	0	-24%	-1%	x	-1%	-1.0%	u	-6%	15%
O=C(/C=C/c1ccco1)N1CCc2ccccc21	-49%	4	8%	4%	0%	-3%	0.2%	u	0%	5%
CCN1C(=NCc2ccc(OC)cc2)N[C@@H](c2ccccc2)C(C(=O)OC)=C1C	0%	5&-1	-5%	8%	4%	-7%&7%	0.1%&-0.5%	-3%	0%	18%&3%
COc1ccc(Oc2c(-c3ccc(O)cc3O)n[nH]c2C)cc1	-3%	1	7%	3%	-2%	-2%	-2.3%	-20%	-3%	-11%
CNC(=S)N(Cc1ccccc1)Cc1cccnc1	-26%	-2	u	-8%	-2%	3%	-0.8%	7%	0%	-16%
O=C(C1=NN(c2ccccc2)C2C(=O)N(c3cccc(Cl)c3)C(=O)C12)c1ccccc1 (centres undefined)	-18%	u	-50%[inhibitor]	7%[46.1 µM]	8%	-2%	-0.7%	u	u	u
O=C(NNc1ccc([N+](=O)[O-])cc1)C1CC1c1ccccc1 (centres undefined)	-25%	23	-1%	-2%[46.1 µM]	-20%	1%	0.0%	u	0%	10%
O=C(O)c1ccc(-n2c(-c3cc(-c4ccco4)[nH]n3)n[nH]c2=S)cc1	-27%	0	3%	2%	-2%	-4%	-0.4%	-4%	-1%	-6%
CCC1Sc2ccc(S(=O)(=O)CCC(=O)Nc3ccc(NC(C)=O)cc3)cc2NC1=O (centres undefined)	1%	-2	u	5%	-1%	7%	-0.2%	-2%	-3%	21%
O=C(NC(C(=O)N/N=C/c1cccc2ccccc12)c1n[nH]c(=O)c2ccccc12)c1ccccc1 (centres undefined)	-89%	-4	-33%	-1%	-6%	1%	-0.6%	-6%	-4%	-2%
O=C(NC1CCCCC1)c1cc([N+](=O)[O-])ccc1N1CCCC1	-2%	10	16%	4%	-11%	0%	-0.6%	-3%	-3%	8%
COc1ccc(Cl)cc1N1C(=O)C2CCCN2C1c1sccc1C (centres undefined)	2%	-5	-7%	x	-5%	0%	-0.4%	7%	-6%	-2%
CC1(C)N=C(/C=N/O)CN1O	0%	-2	4%	-18%	1%	4%	-0.2%	u	0%	-4%
COc1ccc(NC(=O)CN(C)S(=O)(=O)c2cccc3nsnc23)cc1OC	-4%	3	3%	-3%	-3%	3%	-0.8%	u	-3%	15%
COc1ccc(NC(=O)CC(C)C)c([N+](=O)[O-])c1	3%	5	15%	0%	1%	0%	-0.5%	8%	-2%	0%
COc1cc(Cc2ccc(N)c(OC)c2)ccc1N	-2%	1	0%	x	-4%	-7%	-0.6%	11%	-1%	-2%
COc1ccc(CNC(=O)c2ccc(S(=O)(=O)NCc3ccco3)cc2)cc1	2%	-2	6%	x	u	3%	-0.1%	13%	-4%	x
COc1ccc(N=c2oc3cc(O)ccc3cc2C(=O)NCC2CCCO2)cc1 (centres undefined)	0%	14	-15%	-6%	-4%	-7%	-0.2%	u	-3%	7%
